# uPA generation: qHTS for Inhibitors of Cell Surface uPA Generation. cell surface uPA generation assay, qHTS. Potency, µM (highest dose often 38.3 µM), for the others: at the top dose activity change, negative = inhibition, actives largely listed as inhibitors. hit rate 0.31% among 330,000; active means well fitted inhibition curve with a large enough effect; inconclusive means small, poorly fitted or top-dose-only effect; inactive means no such curve, though single readings can be large or run the other way; tested in mouse RAW 264.7 cells; further: potency means the concentration at half of the fitted maximal effect; on the % scale 0 is the no-effect control and ±100 the full control effect; nearly all actives have a fitted effect of over 55% in size
# Mito fusion yeast: qHTS Assay for Small Molecule Inhibitors of Mitochondrial Division or Activators of Mitochondrial Fusion; S. cerevisiae fusion-defective mutant growth rescue, CellTiterGlo 48 h; Potency, µM (top dose mostly 46.1 µM), for the others: at the highest dose growth rescue (activation), actives largely listed as activators; hit rate 0.23% among 320,000; AID 485298, 2010;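 further: potency means the concentration at half of the fitted maximal effect; % of control where 0% means no effect; nearly all actives have a fitted effect of over 45% in size; temperature-sensitive fusion mutants such as fzo1-1 at 37 °C on non-fermentable ethanol glycerol medium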
#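 Temperature-sensitive fusion-defective S. cerevisiae (e.g. fzo1-1, mgm1-5) were grown with compound in YPEG medium (3% ethanol, 3% glycerol) for 48 hours at 37C. Growth rescue was measured as viability by CellTiterGlo luminescence after 10 minutes at ambient.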
# B2AR arrestin: qHTS assay of beta-arrestin-biased ligands of beta2-adrenergic receptor; Beta-2 adrenergic receptor (Homo sapiens), P07550; Potency, µM (highest dose often 46.1 µM), inactives show at the highest dose activation, usual class: activators; hit rate 0.02% among 330,000; beta-arrestin recruitment to beta2AR, cell-based reporter;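 further: potency means the concentration at half of the fitted maximal effect; 0% = DMSO controls and full agonism = EC100 isoproterenol or metaproterenol; nearly all actives have a fitted effect of over 65% in size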
# Tb PFK block: qHTS Assay to Find Inhibitors of T. brucei phosphofructokinase. hit rate 0.17% among 330,000. ATP-dependent 6-phosphofructokinase (Trypanosoma brucei brucei), O15648. Potency, µM (highest dose often 57.5 µM), for the others: at the top dose activity, negative = inhibition, usual class: inhibitors. T. brucei PFK, ADP-Glo luminescence;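 further: potency means the concentration at half of the fitted maximal effect; 0% = uninhibited 1x PFK enzyme wells and -100% = no-enzyme wells; nearly all actives have a fitted effect of over 60% in size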
#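 ADP-Glo luminescence quantified ADP after 45 min at room temperature, with 1.25 nM T. brucei PFK, 0.1 mM ATP and 0.5 mM fructose-6-phosphate in pH 8.0 TEA buffer. qHTS titrations up to 57 µM; curves classified by quality.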
# BCR signal inh: qHTS Assay to Find Inhibitors of Chronic Active B-Cell Receptor Signaling | hit rate 0.05% among 340,000 | ABC-DLBCL IkBa-CBG/CBR reporter, luminescence ratio, 4 h | AID 493014, 2011 | Potency, µM (series often up to 46.1 µM), for inactives: at the highest dose ratio change, negative = lower green/red ratio, most hits filed as inhibitors; active means well fitted inhibition curve with a large enough effect in the signal ratio, with a control signal flat, not every such curve was filed as active; inconclusive means small, poorly fitted or top-dose-only effect, or effect the other way, or a change in a side signal; the % refers to the signal ratio;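 further: potency means the concentration at half of the fitted maximal effect; plate controls were basal doxycycline-induced cells for no effect and cells given 10 µM MG132 for full effect; MG132 reads +100%, hits lower the ratio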
#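 Cell line TMD8 (human ABC DLBCL), stably expressing tet-inducible CBG68-IkBa fusion and CBR; IMDM/0.5% FBS; cpd up to 46 uM; dox induction, 4 h, 37C/5% CO2; dual luminescence; green/red ratio; MG132 control.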
# ELG1 repair inh: qHTS screen for small molecules that inhibit ELG1-dependent DNA repair in human embryonic kidney (HEK293T) cells expressing luciferase-tagged ELG1; Potency, µM (top dose mostly 46.1 µM), for inactives: at the highest dose activity change, negative = inhibition, actives largely listed as inhibitors; HEK293T ELG1-luciferase reporter, luminescence, 16 h; DNA damage induced by 5-fluorouridine; hit rate 2.3% among 330,000; further: potency means the concentration at half of the fitted maximal effect; on the % scale 0 is the no-effect control and ±100 the full control effect; nearly all actives have a fitted effect of over 55% in size
#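 Overnight (16 hr) co-exposure of 2,000 cells/well to 5-fluorouridine and compound at 37 °C preceded detection. Luciferase was quantified via ONE-Glo luminescence; loss of signal denotes inhibition.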
# TCR activator: Activators of T cell receptors: qHTS campaign | Potency, µM (titrated, usually from 9.22 µM), inactives show top-dose activation of IL-2 secretion, most hits filed as activators | 330,000 tested, under 10 active | primary human leukocytes, anti-CD3, IL-2 HTRF, 48 h; further: % of control where 0% means no effect
#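 IL-2 release read by HTRF sandwich (Eu cryptate donor, d2 acceptor, 665 nm emission) after 48 hr exposure of primary human leukocytes to compound together with anti-CD3 beads in the absence of co-stimulatory signals.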
# TSG101-PTAP inh: qHTS Assay for Iinhibitors of HIV-1 Budding by Blocking the Interaction of PTAP/TSG101 | Fluorescence polarization, FITC-PTAP peptide / Tsg101 binding | AID 493005, 2010 | 340,000 tested, under 10 active | Potency, µM (highest dose often 115 µM), inactives show top-dose activity change, negative = inhibition, hits mostly inhibitors | Tumor susceptibility gene 101 protein (Homo sapiens), Q99816; active means well fitted inhibition curve with a large enough effect in the main read-out, with a control signal flat, not every such curve was filed as active; inconclusive means small, poorly fitted or top-dose-only effect, or effect the other way, or a change in a side signal; inactive means no such curve, though single readings can be large or run the other way; further: potency means the concentration at half of the fitted maximal effect; % of control where 0% means no effect
#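 Compounds were pin-transferred onto Tsg101 binding domain (10 uM final) in HEPES pH 7.5 buffer, then FITC-PTAP peptide was added at 50 nM final. After 20 min at RT, polarization reported peptide displacement across a qHTS concentration series.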
# TSHR antag: Antagonists of the Thyroid Stimulating Hormone Receptor: HTS campaign; Thyrotropin receptor (Homo sapiens), P16473; TSHR-expressing cells, TSH-stimulated cAMP HTRF, 2 h; hits give low values; activity change, negative = inhibition, % at 11.5 µM; hit rate 0.2% among 330,000; AID 504810, 2011;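 active means activity change below a set negative limit, meaning inhibition stronger than a set level, cut at about -70% in these data; inconclusive means activity change between two set negative limits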; further: on the % scale 0 is the no-effect control and ±100 the full control effect
# Target sequence (P16473 whole entry, looked up): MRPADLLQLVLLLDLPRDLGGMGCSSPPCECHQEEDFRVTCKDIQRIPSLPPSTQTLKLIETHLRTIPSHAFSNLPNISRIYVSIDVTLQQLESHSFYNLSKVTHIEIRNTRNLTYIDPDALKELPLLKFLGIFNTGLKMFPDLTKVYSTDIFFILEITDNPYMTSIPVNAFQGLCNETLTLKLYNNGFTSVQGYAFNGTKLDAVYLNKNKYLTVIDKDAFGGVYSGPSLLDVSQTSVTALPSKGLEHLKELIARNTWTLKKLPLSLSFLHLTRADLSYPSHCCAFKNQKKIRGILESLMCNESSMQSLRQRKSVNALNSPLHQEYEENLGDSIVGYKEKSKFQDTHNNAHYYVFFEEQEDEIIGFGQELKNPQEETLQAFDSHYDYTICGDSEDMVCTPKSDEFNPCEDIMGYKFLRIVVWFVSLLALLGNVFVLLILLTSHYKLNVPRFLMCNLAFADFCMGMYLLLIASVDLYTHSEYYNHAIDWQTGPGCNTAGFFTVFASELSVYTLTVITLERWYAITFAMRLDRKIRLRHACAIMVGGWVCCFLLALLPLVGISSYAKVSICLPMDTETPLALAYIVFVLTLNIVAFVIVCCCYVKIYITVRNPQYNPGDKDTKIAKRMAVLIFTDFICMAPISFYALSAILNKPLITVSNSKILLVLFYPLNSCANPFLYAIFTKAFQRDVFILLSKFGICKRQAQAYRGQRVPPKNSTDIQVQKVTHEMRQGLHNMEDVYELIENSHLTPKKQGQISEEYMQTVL
#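 Competitive HTRF cAMP read-out (cryptate anti-cAMP antibody, cAMP-d2; 30 min, room temperature) in freshly harvested TSHR cells. Compounds added before TSH at EC80 (4nM final), followed by 2 hours' incubation at 37 deg C.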
# Eya2 phos inh: qHTS Assay for Inhibitors of the Phosphatase Activity of Eya2. Protein phosphatase EYA2 (Homo sapiens), O00167. hit rate 0.006% among 330,000. recombinant Eya2, OMFP fluorescence dephosphorylation (OMFP is methylfluorescein phosphate). Potency, µM (series often up to 76.9 µM), for the others: at the top dose activity, negative = inhibition, hits mostly inhibitors; further: potency means the concentration at half of the fitted maximal effect; on the % scale 0 is the no-effect control and ±100 the full control effect
#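 Eya2 protein (added as 0.2 uM solution) was preincubated with compound for 10 min at ambient temperature in 50 mM HEPES pH 7.5, 50 mM NaCl, 5 uM MgCl2, 0.05% BSA, 1 mM DTT. OMFP (added at 50 uM) then reacted 10 min; fluorescence read at 485/525 nm.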
# USP2a block: qHTS Assay for Inhibitors of Ubiquitin-specific Protease USP2a Using CHOP2 as the Reporter; hit rate 0.01% among 330,000; AID 463254, 2010; USP2 core, Ub-CHOP2 coupled fluorogenic reporter, 485/531; Ubiquitin carboxyl-terminal hydrolase 2 (Homo sapiens), O75604; Potency, µM (top dose mostly 38.3 µM), for inactives: top-dose activity change, negative = inhibition, usual class: inhibitors;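 further: potency means the concentration at half of the fitted maximal effect; plate controls were DMSO wells for no effect and full inhibition by NEM control for full effect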
#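 Cell-free coupled assay: 10nM USP2 core preincubated 30min RT with compound in Tris-HCl pH 8.0/CaCl2/CHAPS buffer, then 25nM Ub-CHOP2 and 25nM reporter substrate; fluorescence (Ex 485/Em 531) read after 60min RT, normalized to NEM inhibition, concentration-response curves fitted.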
# Numbers without * were called inactive; ? = inconclusive; . = not tested or not shown; [ ] = dose if it differs, or a comment. Unless noted, the call rests on the fitted dose curve; in most records, active means well fitted curve in the direction sought with a large enough effect; inconclusive means small, poorly fitted or top-dose-only effect, or another doubt; inactive means no such curve, though single readings can be large; an effect the other way counts as inactive or inconclusive.
smiles,Eya2 phos inh,TSG101-PTAP inh,USP2a block,uPA generation,B2AR arrestin,TSHR antag,Tb PFK block,Mito fusion yeast,TCR activator,ELG1 repair inh,BCR signal inh
Cc1cccc(N(Cc2ccccc2)C(=O)c2ccccc2F)c1,-8%,-5%,-1%,1%,-0.1%,-12,-1%,25%,1%,-12%,3%
O=C(CNC(=O)c1ccc2ccccc2c1)NC1CCCCC1,9%,-1%,-1%,-1%,0.2%,-14,1%,.,13%,?,?
COc1ccc(C2=Nc3cc(C)ccc3OC2)cc1,7%,0%,2%,-12%,0.3%,-10,-3%,-1%,-8%,?,?
O=C(NCc1ccccc1)C(=O)NCC1CCCN1S(=O)(=O)c1cccs1 (stereo unspecified),-14%,3%,1%,2%,-2.9%,5,0%,1%,-5%,1%,0%
O=C(Nc1nc2n(n1)C(c1ccc(Cl)cc1)CC(c1ccc(Cl)cc1)N2)c1ccco1 (stereo unspecified),-18%,-6%,-7%,-3%,0.2%,2,0%,2%,-2%,?,-1%
CC(CN1CCOCC1)OC(=O)C(c1ccccc1)c1ccccc1 (stereo unspecified),5%,-5%,-1%,5%,-1.0%,-9,6%,-4%,-9%[46.1 µM],0%,0%
COc1cccc(N2CCN(C(=S)Nc3cc(C)cc(C)c3)CC2)c1,14%,0%,0%,-1%,-0.6%,10,0%,3%,1%,0%,0%
O=C(NCc1cccnc1)c1cn(CCc2ccccc2)nn1,15%,-3%,2%,3%,-0.3%,-1,1%,-5%,-2%,-1%,6%
COc1cccc(CNC(=O)C2CCN(Cc3cnn(-c4ccccc4)c3-n3cccc3)CC2)c1,0%,-2%,4%,6%,-0.4%,6,4%,-4%,0%,?,-6%
CCOc1ccc(-c2cnc(NCc3cccc4ccccc34)n2CCOC)cc1,-6%,-3%,0%,-4%,0.0%,-4,-1%,-13%,0%,-2%,-13%
C/C(=N\NC(=O)Cc1cccn1C)c1cccc2ccccc12,-6%,-3%,4%,2%,-0.2%,-2,-2%,1%,6%,-3%,1%
O=C(NC(=S)N1CCc2ccccc21)c1ccccc1Cl,1%,0%,0%,-5%,-0.2%,-9,-1%,11%,3%,?,-19%
COc1ccc(N(CC(=O)Nc2cccc(C)c2)S(=O)(=O)c2ccc(C)cc2)cc1OC,10%,-2%,2%,-7%,-0.2%,-5,0%,-1%,2%,2%,?
O=C(CCc1ccccc1)N=C1SC2CS(=O)(=O)CC2N1c1ccc(F)cc1 (stereo unspecified),8%,0%,0%,0%,0.3%,-12,2%,-7%,-6%,2%,8%
N/C(=N\O)c1ccccc1N1CCCCC1,5%,0%,1%,1%,-0.7%,-4,2%,-1%,4%,-3%,-1%
CC1CCC/C(=N/NC(=O)c2ccccc2-n2cccc2)C1 (stereo unspecified),-7%,3%,3%,0%,0.1%,0,0%,-4%,-13%[46.1 µM],-2%,-1%
Cc1noc(C)c1COC(=O)c1cccc(S(=O)(=O)N2c3ccccc3CC2C)c1 (stereo unspecified),-1%,0%,4%,-5%,0.4%,-29,-1%,10%,-42%,18µM*,1%
COc1ccc(S(N)(=O)=O)cc1C(=O)OCCCC(=O)c1ccccc1,0%,0%,3%,2%,0.1%,11,8%,-4%,-7%,13%,-14%
CCCC(=O)C1=C(N2CCCCC2)CC(C)(C)C(C(=O)OC)C1=O (stereo unspecified),-2%,-5%,3%,1%,-0.2%,5,-4%,-1%,10%,10%,-4%
CCc1ccc(N2C(=O)C3C(C2=O)N2CCCN2C3c2ccccc2)cc1 (stereo unspecified),-12%,1%,-4%,0%,0.1%,-6,0%,3%,4%,5%,-1%
C[C@@H](CN1C(=O)C(=O)NC[C@@H]1Cc1ccc(O)cc1)NC(=O)Cc1ccccc1,3%,3%,1%,9%,-1.0%,6,2%,0%,-2%,19%,?
O=S(=O)(c1ccc(F)cc1)N1CCCC(c2nc(-c3ccc(F)cc3)no2)C1 (stereo unspecified),-10%,-1%,-14%,5%,-0.3%,26,-4%,14%,-1%,?,9%
C=CCOc1c(Br)cc(/C=N/Nc2ccc(C(=O)O)cc2)cc1OCC,0%,-5%,-5%,7%,3.0%,-12,-19%,27%,3%[46.1 µM],?,?
O=C(c1ccc(COc2ccc(Cl)cc2)cc1)N1CCCCC1,-13%,-1%,-9%,-1%,0.4%,-24,0%,3%,16%,?,-11%
CCc1ccc(C(=O)C(C)OC(=O)c2cccc(S(=O)(=O)N3CCOCC3)c2)cc1 (stereo unspecified),-25%,-3%,-9%,-3%,1.7%,21,-1%,12%,2%,?,3%
CCOC(=O)Cn1c(=O)oc2cc(S(=O)(=O)NCCC(C)C)ccc21,11%,-4%,0%,-4%,-1.0%,5,0%,2%,-2%,-4%,12%
CSc1nnc(-c2ccco2)c(-c2ccco2)n1,3%,-5%,0%,-7%,-0.6%,-1,?,0%,4%,-2%,2%
COc1ccc(CCn2nnnc2C(c2ccccc2)N2CCN(C)CC2)cc1OC (stereo unspecified),4%,-6%,2%,-2%,0.3%,-3,1%,-3%,-4%,?,-2%
O=c1[nH]c(CSc2nc3ccccc3o2)nc2c1cnn2-c1ccccc1,-2%,3%,0%,4%,-0.1%,1,-4%,20%,0%,0%,?
O=C(COc1ccc2c3c(c(=O)oc2c1)CCCC3)N1C[C@H]2C[C@@H](C1)c1cccc(=O)n1C2,4%,-2%,-1%,5%,-0.6%,-14,0%,-6%,-15%,?,-9%
Cc1ccc(OCc2nc3ccccc3[nH]2)cc1,0%,-2%,6%,-9%,-0.2%,3,-4%,4%,-4%[46.1 µM],?,.
COc1ccc(S(=O)(=O)NCC(c2ccc3c(c2)OCO3)N2CCN(C)CC2)cc1OC (stereo unspecified),-19%,-3%,-1%,4%,0.2%,-5,0%,4%,-2%,10%,0%
C[C@H](CO)N1C[C@H](C)[C@@H](CN(C)C(=O)NC2CCCCC2)Oc2ccc(NS(=O)(=O)c3cccs3)cc2C1=O,2%,-4%,1%,4%,-1.1%,-1,0%,.,-8%,-18%,?
CCOC(=O)N1CCN(C(=O)CS(=O)(=O)c2cn(Cc3cccc(F)c3)c3ccccc23)CC1,-40%,-7%,0%,11%,-0.6%,5,-5%,-4%,3%,?,?
CCOC(=O)N1CCN(CC(c2ccccc2)c2ccccc2)CC1,-6%,-6%,2%,7%,-0.8%,-8,4%,7%,2%,15%,-1%
Cc1nn(CC(=O)NCCCN2CC(C)CC(C)C2)c(=O)c2cccn12 (stereo unspecified),9%,-2%,2%,0%,-0.9%,10,-6%,-1%,-6%,?,2%
Cc1c(C(=O)Nc2cccc3cccnc23)oc2ccccc12,19%,-1%,0%,4%,0.3%,2,1%,3%,1%,?,0%
CCCCCc1cc(=O)oc2c(C(CCN3CCCCC3)c3ccc4c(c3)OCO4)c(OC)cc(OC)c12 (stereo unspecified),-5%,-20%,-2%,?,-0.4%,-6,-3%,-35%[inhibitor],-3%,2%,-17%
CC1CSc2n(-c3cccc(C(F)(F)F)c3)cc(-c3ccccc3)[n+]21 (stereo unspecified),-10%,1%,5%,-2%,-0.2%,-2,-4%,-5%,-3%,?,-1%
CCn1cc2c(c1-c1cccc(C)c1)c(=O)n(C)c(=O)n2C,5%,-5%,-2%,.,0.0%,-7,-4%,0%,-7%,2%,-1%
